Screening data: PubChem BioAssay, several laboratories
RPL19A TOR yeast = yeast TOR pathway RPL19A-GFP modulation; S. cerevisiae RPL19A-GFP strain, flow cytometry, 3 h; stronger effect = lower value; percent response vs DMSO, % at 10 µM; actives 0.3% (n = 330,000); AID 2025;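 active means percent response vs DMSO below 50%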;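 further: median channel GFP fluorescence of the barcoded RPL19A-GFP strain; ratio of sample median GFP to plate DMSO average so 100% = DMSO; lower means less RPL19A-GFP as with rapamycin TOR inhibition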
procasp3 activ = activates human procaspase-3; actives 0.11% (n = 330,000); recombinant procaspase-3 D3A, Ac-DEVD-pNA absorbance 405 nm; P42574; AID 463141; activation, % at 8.5 µM;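 active means activation above the mean of all tested compounds plus 3 SD, cut at about 21% in these data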;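 further: 0% = DMSO alone and 100% = DMSO wells spiked with extra 5 µM PC-3 D3A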
Target sequence (P42574 whole entry D9A/D28A/D175A): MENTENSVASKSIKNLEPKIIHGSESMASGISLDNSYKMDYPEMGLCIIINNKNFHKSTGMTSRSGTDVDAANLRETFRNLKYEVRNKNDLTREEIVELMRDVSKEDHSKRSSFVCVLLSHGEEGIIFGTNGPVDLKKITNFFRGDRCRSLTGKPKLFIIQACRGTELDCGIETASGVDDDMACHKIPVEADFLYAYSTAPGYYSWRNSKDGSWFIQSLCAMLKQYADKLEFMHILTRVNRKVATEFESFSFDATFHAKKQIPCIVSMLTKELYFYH
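Assay system – Procaspase-3 D3A mutant · Benchmarks – DMSO low control, extra-enzyme high control · Technique – 405 nm absorbance of p-nitroaniline, reads at 0 and 120 min · Doses – 8.5 µM nominal · Measure – % activation between DMSO and enzyme-spiked controls · Also added – Ac-DEVD-pNA chromogenic peptide substrate · Schedule – 1 h compound preincubation, 2 h substrate hydrolysis at 25 °C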
procasp7 counter = counter-screen for procaspase-3 activators: activators of human procaspase-7. P55210. recombinant procaspase-7, Ac-DEVD-pNA absorbance 405 nm; D23A/D198A/D206A triple mutant, cannot self-cleave; scale: DMSO 0, 5 µM enzyme 100. activation, % at 8.5 µM. actives 0.093% (n = 330,000);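 active means percent activation above the screen-wide mean plus 3 SD, cut at about 25% in these data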
Target sequence (P55210 whole entry D23A/D198A/D206A): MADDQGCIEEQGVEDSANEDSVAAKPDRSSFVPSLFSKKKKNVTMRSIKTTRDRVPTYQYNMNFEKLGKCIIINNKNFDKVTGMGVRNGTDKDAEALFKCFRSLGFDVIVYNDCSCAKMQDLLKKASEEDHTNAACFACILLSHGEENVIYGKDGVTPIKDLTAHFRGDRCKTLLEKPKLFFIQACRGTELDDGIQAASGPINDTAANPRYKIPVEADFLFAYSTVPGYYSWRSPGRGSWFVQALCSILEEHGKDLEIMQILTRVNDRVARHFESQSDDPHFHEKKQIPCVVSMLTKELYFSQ
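System: Procaspase-7 triple mutant (PC-7 D3A); measure: % activation from two-timepoint absorbance difference, scaled to controls; times: 1 h compound preincubation, 2 h substrate cleavage, 25 °C; also added: Ac-DEVD-pNA substrate, 400 µM as added; measured by: Epi-absorbance of released pNA at 405 nm, two timepoints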
AHR activator = activators of human aryl hydrocarbon receptor. P35869. AHR-responsive luciferase reporter cells, luminescence. activation, % at 5 µM. actives 2.5% (n = 320,000); in the data active means activation above about 47%;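 further: 0% = vehicle wells and 100% = reference agonist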
Yeast superoxide = lowers age-related superoxide in aged yeast cells | S. cerevisiae aged cells, superoxide DHE fluorescence; stronger effect = lower value | superoxide response (% of plate mean), % at 10 µM | actives 0.18% (n = 330,000) | AID 2690;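 active means superoxide response under a set limit, about three screen SD below normal, cut at about 65% in these data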;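 further: yeast aged for seven days with compound at 30 °C before DHE staining; 100% = average MFI of all compound-treated wells on the plate with controls excluded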
MEP2 TOR yeast = yeast TOR pathway MEP2-GFP modulation; S. cerevisiae MEP2-GFP strain, flow cytometry GFP, 3 h; 100% = DMSO control level; GFP response vs DMSO, % at 10 µM; actives 0.51% (n = 330,000); AID 2016;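 active means GFP response versus DMSO above a set limit, roughly screen mean plus 3 SD, cut at about 180% in these data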;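 further: median GFP fluorescence of the barcode-gated MEP2-GFP cells per well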
JMJD2C inh = blocks human GASC-1 demethylase activity | GST-JMJD2C(1-420) H3K9me3 demethylation, DELFIA europium | inhibition, % at 2.35 µM | actives 0.069% (n = 330,000) | AID 2099;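 active means more than half of a compound's replicate wells show inhibition beyond 50%, single wells judged on their own value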;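 further: signal counts dimethyl H3K9 product captured on neutravidin plate; 0% = median of DMSO wells and 100% = 0.3 times that DMSO median; strong numbers were not always called active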
Target sequence (Q9H3R0 1-420 limits assumed): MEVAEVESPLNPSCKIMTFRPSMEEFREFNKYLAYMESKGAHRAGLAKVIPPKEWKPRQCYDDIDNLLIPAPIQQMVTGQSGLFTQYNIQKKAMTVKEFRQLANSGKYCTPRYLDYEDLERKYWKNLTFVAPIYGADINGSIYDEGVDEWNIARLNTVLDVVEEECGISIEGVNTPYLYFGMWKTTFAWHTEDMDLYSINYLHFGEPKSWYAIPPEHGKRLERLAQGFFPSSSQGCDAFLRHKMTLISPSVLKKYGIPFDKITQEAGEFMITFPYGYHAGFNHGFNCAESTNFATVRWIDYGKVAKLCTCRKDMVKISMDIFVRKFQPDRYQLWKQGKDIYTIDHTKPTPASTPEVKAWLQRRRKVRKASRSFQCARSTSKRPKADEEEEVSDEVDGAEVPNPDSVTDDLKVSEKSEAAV
LAP4 TOR yeast = modulators of TOR pathway LAP4-GFP in S. cerevisiae. GFP response vs DMSO, % at 10 µM. S. cerevisiae LAP4-GFP multiplex, flow cytometry GFP, 3 h; median GFP as percent of DMSO wells. actives 0.34% (n = 320,000);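 active means GFP response vs DMSO above a set limit, about the screen mean plus 3 SD, cut at about 150% in these data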
* = called active by the depositor.

How did Cc1ccc(NC(=O)[C@@H](CC(C)C)NC(=O)[C@@H]2Cc3ccccc3CN2)cc1 do in these assays?
RPL19A TOR yeast: 108; procasp3 activ: 2; procasp7 counter: -2; AHR activator: 1; Yeast superoxide: 74; MEP2 TOR yeast: 110; JMJD2C inh: -3; LAP4 TOR yeast: 100

What do the screens show for `CNc1oc(C)nc1S(=O)(=O)c1ccc(C)cc1`?
RPL19A TOR yeast: 93; procasp3 activ: -2; procasp7 counter: -10; AHR activator: 5; Yeast superoxide: 103; MEP2 TOR yeast: 93; JMJD2C inh: 0; LAP4 TOR yeast: 94

Results for NC(=O)CC(NC(=O)Cc1cccc2ccccc12)c1ccc(NCc2ccccc2)c([N+](=O)[O-])c1 (stereo not given) ?
RPL19A TOR yeast: 100; procasp3 activ: 2; procasp7 counter: -1; AHR activator: 3; Yeast superoxide: 107; MEP2 TOR yeast: 94; JMJD2C inh: 4; LAP4 TOR yeast: 105

Results for COc1cc2c(cc1OC)CN(CC(=O)Nc1ccc(S(=O)(=O)N(C)C)cc1)CC2 ?
RPL19A TOR yeast: 103; procasp3 activ: -3; procasp7 counter: -1; AHR activator: 0; Yeast superoxide: 95; MEP2 TOR yeast: 91; JMJD2C inh: -7; LAP4 TOR yeast: 102

Results for CCc1ccc(S(=O)(=O)NCCc2cn3cccc(C)c3n2)s1 ?
RPL19A TOR yeast: 101; procasp3 activ: 3; procasp7 counter: -2; AHR activator: 0; Yeast superoxide: 87; MEP2 TOR yeast: 100; JMJD2C inh: -2; LAP4 TOR yeast: 93

Results for CN(C)C(CNc1ncnc2sccc12)c1cccs1 (stereo not given) ?
RPL19A TOR yeast: 81; procasp3 activ: 2; procasp7 counter: -2; AHR activator: 14; Yeast superoxide: 89; MEP2 TOR yeast: 94; JMJD2C inh: -10; LAP4 TOR yeast: 86

How did Nn1c(Cc2cccc3ccccc23)nnc1SC1CCOC1=O (stereo not given) do in these assays?
RPL19A TOR yeast: 102; procasp3 activ: 6; procasp7 counter: 0; AHR activator: 9; Yeast superoxide: 107; MEP2 TOR yeast: 103; JMJD2C inh: -2; LAP4 TOR yeast: 107

How did COc1ccccc1CCNC(=O)C(=O)NCC1CCCN1S(=O)(=O)c1ccccc1 (stereo not given) do in these assays?
RPL19A TOR yeast: 97; procasp3 activ: 4; procasp7 counter: -3; AHR activator: 6; Yeast superoxide: 88; MEP2 TOR yeast: 96; JMJD2C inh: 4; LAP4 TOR yeast: 109

What do the screens show for `CN1OC(c2ccccc2)=C(CO)C1c1ccccc1` (stereo not given)?
RPL19A TOR yeast: 103; procasp3 activ: -3; procasp7 counter: -5; AHR activator: 0; Yeast superoxide: 92; MEP2 TOR yeast: 98; JMJD2C inh: 4; LAP4 TOR yeast: 96

How did COc1ccc(N=C2SC(C(=O)Nc3ccc(C(=O)O)cc3)CC(=O)N2Cc2cccs2)cc1 (stereo not given) do in these assays?
RPL19A TOR yeast: 99; procasp3 activ: 8; procasp7 counter: 10; AHR activator: -2; Yeast superoxide: 110; MEP2 TOR yeast: 95; JMJD2C inh: 7; LAP4 TOR yeast: 109

How did COc1ccc2oc(C(=O)Nc3nc(C)cs3)c(C)c2c1 do in these assays?
RPL19A TOR yeast: 104; procasp3 activ: -2; procasp7 counter: -3; AHR activator: 31; Yeast superoxide: 152; MEP2 TOR yeast: 108; JMJD2C inh: 3; LAP4 TOR yeast: 109

Results for CC(NC(=O)c1cc(F)c(F)cc1Cl)C1CC2CCC1C2 (stereo not given) ?
RPL19A TOR yeast: 99; procasp3 activ: -2; procasp7 counter: 3; AHR activator: 0; Yeast superoxide: 117; MEP2 TOR yeast: 97; JMJD2C inh: -7; LAP4 TOR yeast: 96

How did CC(C)n1c(NCc2cc(Cl)ccc2O)nc2ccccc21 do in these assays?
RPL19A TOR yeast: 103; procasp3 activ: -1; procasp7 counter: -3; AHR activator: 4; Yeast superoxide: 103; MEP2 TOR yeast: 102; JMJD2C inh: 19; LAP4 TOR yeast: 108

How did CN(CC(=O)Nc1cccc(F)c1)C(=O)c1ccc2c(c1)NC(=O)CS2 do in these assays?
RPL19A TOR yeast: 99; procasp3 activ: 4; procasp7 counter: -7; AHR activator: 0; Yeast superoxide: 88; MEP2 TOR yeast: 94; JMJD2C inh: 1; LAP4 TOR yeast: 98

How did O=C(CN1CCN(c2ccc(F)cc2)CC1)Nc1nnc(-c2ccccc2)s1 do in these assays?
RPL19A TOR yeast: 94; procasp3 activ: -6; procasp7 counter: 10; AHR activator: 5; Yeast superoxide: 104; MEP2 TOR yeast: 93; JMJD2C inh: -1; LAP4 TOR yeast: 88

Results for O=C(CCN1C(=O)S/C(=C/c2ccccc2)C1=O)Nc1ccc(C(=O)O)c(O)c1 ?
RPL19A TOR yeast: 105; procasp3 activ: 0; procasp7 counter: -2; AHR activator: 2; Yeast superoxide: 102; MEP2 TOR yeast: 105; JMJD2C inh: -35; LAP4 TOR yeast: 102

Results for CC(C)(C)CC(=O)OCC(=O)Nc1cc(C(C)(C)C)nn1-c1ccccc1 ?
RPL19A TOR yeast: 99; procasp3 activ: 1; procasp7 counter: -7; AHR activator: 1; Yeast superoxide: 89; MEP2 TOR yeast: 105; JMJD2C inh: -10; LAP4 TOR yeast: 96

What do the screens show for `O=C(O)c1ccc2c(c1)C(=O)N(c1cc(C(=O)O)ccc1Br)C2=O`?
RPL19A TOR yeast: 95; procasp3 activ: 7; procasp7 counter: 14; AHR activator: -2; Yeast superoxide: 105; MEP2 TOR yeast: 108; JMJD2C inh: -6; LAP4 TOR yeast: 96

How did Cc1ccc(OCc2nnc(SCC(=O)NCc3ccccc3)n2C)cc1 do in these assays?
RPL19A TOR yeast: 86; procasp3 activ: 0; procasp7 counter: 2; AHR activator: 0; Yeast superoxide: 81; MEP2 TOR yeast: 96; JMJD2C inh: 4; LAP4 TOR yeast: 93

What do the screens show for `CCN1CCN(c2ccc(S(=O)(=O)N3CCCCC3)cc2NC(=O)COc2cc(C)ccc2Cl)CC1`?
RPL19A TOR yeast: 96; procasp3 activ: -15; procasp7 counter: -7; AHR activator: 2; Yeast superoxide: 102; MEP2 TOR yeast: 95; JMJD2C inh: -13; LAP4 TOR yeast: 95

How did O=C(CSc1nc2ccccc2o1)NC1CCS(=O)(=O)C1 (stereo not given) do in these assays?
RPL19A TOR yeast: 103; procasp3 activ: 7; procasp7 counter: 8; AHR activator: 0; Yeast superoxide: 80; MEP2 TOR yeast: 116; JMJD2C inh: 10; LAP4 TOR yeast: 93

How did CCc1ccc(O)c(CNCCNCc2cc(CC)ccc2O)c1 do in these assays?
RPL19A TOR yeast: 106; procasp3 activ: 6; procasp7 counter: 7; AHR activator: 1; Yeast superoxide: 101; MEP2 TOR yeast: 107; JMJD2C inh: -7; LAP4 TOR yeast: 108

What do the screens show for `CC(=Nc1cccc(O)c1)c1sc2ccccc2c1O`?
RPL19A TOR yeast: 105; procasp3 activ: -13; procasp7 counter: -29; AHR activator: 1; Yeast superoxide: 80; MEP2 TOR yeast: 108; JMJD2C inh: 7; LAP4 TOR yeast: 125

How did Cc1[nH]c2ccccc2c1C(c1ccncc1)N1CCN(c2ccccc2F)CC1 (stereo not given) do in these assays?
RPL19A TOR yeast: 113; procasp3 activ: 4; procasp7 counter: -4; AHR activator: 5; Yeast superoxide: 118; MEP2 TOR yeast: 107; JMJD2C inh: 0; LAP4 TOR yeast: 100

How did O=C(CN1C(=O)S/C(=C\c2ccc(Cl)cc2)C1=O)NNC(=O)c1ccccc1O do in these assays?
RPL19A TOR yeast: 92; procasp3 activ: -8; procasp7 counter: -4; AHR activator: 2; Yeast superoxide: 93; MEP2 TOR yeast: 93; JMJD2C inh: 2; LAP4 TOR yeast: 97

What do the screens show for `Cc1ccc(N2C(=S)NC3c4cc(Cl)ccc4OC2(C)C3C(=O)N(C)C)cc1` (stereo not given)?
RPL19A TOR yeast: 97; procasp3 activ: 4; procasp7 counter: 11; AHR activator: -1; Yeast superoxide: 90; MEP2 TOR yeast: 95; JMJD2C inh: -13; LAP4 TOR yeast: 106

Results for C/C(=N\OC(=O)NC1CCCCC1)c1sc(-c2ccccc2)nc1C ?
RPL19A TOR yeast: 96; procasp3 activ: -3; procasp7 counter: 13; AHR activator: -6; Yeast superoxide: 106; MEP2 TOR yeast: 97; JMJD2C inh: -4; LAP4 TOR yeast: 109

What do the screens show for `COC(=O)C1C(O)=C(C=Nc2ccccc2)C(=O)CC1(C)C` (stereo not given)?
RPL19A TOR yeast: 101; procasp3 activ: 4; procasp7 counter: 6; AHR activator: -1; Yeast superoxide: 100; MEP2 TOR yeast: 98; JMJD2C inh: -17; LAP4 TOR yeast: 99

How did COc1ccc(NC(=O)COC(=O)Cc2ccc(-c3ccccc3)cc2)c(OC)c1 do in these assays?
RPL19A TOR yeast: 103; procasp3 activ: 5; procasp7 counter: -4; AHR activator: 1; Yeast superoxide: 100; MEP2 TOR yeast: 107; JMJD2C inh: 21; LAP4 TOR yeast: 109

What do the screens show for `Cc1c(NC(=O)C(C)OC(=O)COc2ccc(C#N)cc2)c(=O)n(-c2ccccc2)n1C` (stereo not given)?
RPL19A TOR yeast: 95; procasp3 activ: 4; procasp7 counter: 4; AHR activator: 0; Yeast superoxide: 93; MEP2 TOR yeast: 101; JMJD2C inh: 7; LAP4 TOR yeast: 109

Results for CC(C)CN(C(=O)CSc1nc2ccccc2c(=O)n1C)C1CCS(=O)(=O)C1 (stereo not given) ?
RPL19A TOR yeast: 98; procasp3 activ: 4; procasp7 counter: 0; AHR activator: 1; Yeast superoxide: 86; MEP2 TOR yeast: 98; JMJD2C inh: -10; LAP4 TOR yeast: 99

What do the screens show for `NC(=O)c1ccccc1OCc1cccc2ccccc12`?
RPL19A TOR yeast: 104; procasp3 activ: -6; procasp7 counter: -5; AHR activator: 4; Yeast superoxide: 97; MEP2 TOR yeast: 114; JMJD2C inh: -2; LAP4 TOR yeast: 95

Results for O=c1nc2n(c3sc4c(c13)CCCC4)C(CBr)CS2 (stereo not given) ?
RPL19A TOR yeast: 98; procasp3 activ: -10; procasp7 counter: -2; AHR activator: 39; Yeast superoxide: 80; MEP2 TOR yeast: 107; JMJD2C inh: 2; LAP4 TOR yeast: 107

Grouped by structure: the compounds so far with bromine.
What do the screens show for `O=C(O)c1ccc2c(c1)C(=O)N(c1cc(C(=O)O)ccc1Br)C2=O`?
RPL19A TOR yeast: 95; procasp3 activ: 7; procasp7 counter: 14; AHR activator: -2; Yeast superoxide: 105; MEP2 TOR yeast: 108; JMJD2C inh: -6; LAP4 TOR yeast: 96

Results for O=c1nc2n(c3sc4c(c13)CCCC4)C(CBr)CS2 (stereo not given) ?
RPL19A TOR yeast: 98; procasp3 activ: -10; procasp7 counter: -2; AHR activator: 39; Yeast superoxide: 80; MEP2 TOR yeast: 107; JMJD2C inh: 2; LAP4 TOR yeast: 107

Looked up one by one from the entries so far (2):
Results for CC(C)CN(C(=O)CSc1nc2ccccc2c(=O)n1C)C1CCS(=O)(=O)C1 (stereo not given) ?
RPL19A TOR yeast: 98; procasp3 activ: 4; procasp7 counter: 0; AHR activator: 1; Yeast superoxide: 86; MEP2 TOR yeast: 98; JMJD2C inh: -10; LAP4 TOR yeast: 99

Results for O=c1nc2n(c3sc4c(c13)CCCC4)C(CBr)CS2 (stereo not given) ?
RPL19A TOR yeast: 98; procasp3 activ: -10; procasp7 counter: -2; AHR activator: 39; Yeast superoxide: 80; MEP2 TOR yeast: 107; JMJD2C inh: 2; LAP4 TOR yeast: 107

Outcome played no part in choosing rows (roughly 3.8% active in at least one column).
